A3A deaminase: APOBEC3A ssDNA deaminase inhibitors, primary screen, selectivity assay for APOBEC3G inhibitor project, biochemical, FAM/TAMRA oligo cleavage fluorescence | AID 493011, 2011 | DNA dC->dU-editing enzyme APOBEC-3A (Homo sapiens), P31941 | inhibition, % at 20 µM | recombinant A3A, FAM/TAMRA ssDNA deamination fluorescence | actives 0.41% (n = 330,000);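 active = at least 40% inhibition at 20 µM here, with at most 30% in a related deaminase screen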;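 also: plate controls were A3A with DMSO for no effect and wells lacking A3A enzyme for full effect; some results filed as inactive read as strong as hits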
Target sequence (P31941 whole entry, looked up): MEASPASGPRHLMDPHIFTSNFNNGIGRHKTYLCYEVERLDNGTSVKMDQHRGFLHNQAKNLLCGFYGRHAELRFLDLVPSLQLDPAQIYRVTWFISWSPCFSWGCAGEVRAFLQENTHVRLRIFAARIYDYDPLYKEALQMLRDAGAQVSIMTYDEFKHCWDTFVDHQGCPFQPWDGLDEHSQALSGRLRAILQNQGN
mIAP act: activators of mouse IAP, primary screen, biochemical, luminescence, uHTS; muIAP, CDP-Star luminescence, 30 min; hits give high values; 1 = vehicle-only enzyme signal, 0 = enzyme-free wells; activation factor at 10 µM; actives 0.24% (n = 330,000);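 active = activation factor of at least 2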; also: the source names both 10 and 20 µM as test concentration; values of inactives mirror those of a sister screen read the other way
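Assay system: mouse IAP enzyme / Compound: DMSO-dissolved test compounds / Timing: 30 min, room temperature / Measured by: luminescence from enzymatic CDP-Star hydrolysis / Control set: DMSO-only wells, enzyme-free buffer wells as negative control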
NALP3 yeast inh: NALP3 inflammasome inhibitors in reconstituted yeast, primary screen, luminescence, uHTS | inhibition, % at 10 µM | actives 0.39% (n = 330,000) | Yeast reconstituted NLRP3/ASC/caspase-1, beta-gal luminescence, 24 h;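 active = inhibition of 50% or more; inactive = inhibition below 50%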;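 also: plate controls were induced DMSO wells for no effect and uninduced yeast grown without galactose for full effect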
mIAP inh: inhibitors of mouse IAP, primary screen, biochemical, luminescence, uHTS | intestinal alkaline phosphatase [Mus musculus] | purified mouse IAP, CDP-Star luminescence, 30 min | inhibition, % at 10 µM | actives 0.2% (n = 330,000);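 active = inhibition of at least 40% at 10 µM in the primary screen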;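 also: plate controls were DMSO with enzyme for no effect and no enzyme wells for full effect; values of inactives mirror those of a sister screen read the other way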
A3G deaminase: APOBEC3G DNA deaminase inhibitors, primary screen, biochemical, fluorescence, single-stranded DNA substrate, uHTS. recombinant A3G, ssDNA deamination FAM/TAMRA fluorescence. inhibition, % at 20 µM. actives 0.28% (n = 330,000). AID 493012, 2011;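 active = inhibition of at least 40% at 20 µM, with no more than 30% in the related APOBEC3A deaminase screen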;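 also: plate controls were DMSO wells with A3G for no effect and wells lacking A3G enzyme for full effect; some compounds called inactive have numbers as strong as hits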
Target sequence (Q9HC16 whole entry, looked up): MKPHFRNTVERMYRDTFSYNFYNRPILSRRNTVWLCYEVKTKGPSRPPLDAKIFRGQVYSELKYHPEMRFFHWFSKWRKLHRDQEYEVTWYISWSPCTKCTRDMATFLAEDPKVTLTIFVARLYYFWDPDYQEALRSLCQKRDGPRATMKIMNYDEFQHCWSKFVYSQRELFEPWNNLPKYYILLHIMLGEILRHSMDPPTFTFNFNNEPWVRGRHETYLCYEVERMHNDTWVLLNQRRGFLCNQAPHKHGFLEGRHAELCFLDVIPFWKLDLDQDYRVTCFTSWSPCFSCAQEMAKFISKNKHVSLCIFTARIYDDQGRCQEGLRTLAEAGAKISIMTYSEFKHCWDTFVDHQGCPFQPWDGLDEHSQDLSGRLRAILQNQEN
tim10-1 inh: growth inhibitors of tim10-1 mutant yeast, primary screen, luminescence, uHTS; inhibition, % at 20 µM; AID 463190, 2010; actives 2.2% (n = 330,000); S. cerevisiae tim10-1 ts strain growth, BacTiter-Glo, 24 h;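 active = inhibition of at least 40%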;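 also: mutant grown at 25 °C; 0% = DMSO wells with yeast and 100% = wells holding no yeast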
hIAP block: human IAP inhibitors, primary screen, biochemical, luminescence, uHTS; Intestinal-type alkaline phosphatase (Homo sapiens), P09923; purified IAP, CDP-Star luminescence, 30 min; inhibition, % at 10 µM; actives 0.12% (n = 330,000); AID 2544, 2010;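 active = inhibition reaching a set limit with compound at 10 µM in the primary screen, cut at about 35% in these data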;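 also: plate controls were DMSO wells with enzyme for no effect and no-enzyme buffer wells for full effect; values of inactives mirror those of a sister screen read the other way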
TIM10 inh: growth inhibitors of isogenic TIM10 control yeast, primary screen, counter-screen for tim10-1 yeast inhibitor project, luminescence, uHTS. S. cerevisiae TIM10 strain growth, BacTiter-Glo luminescence, 24 h. inhibition, % at 10 µM. actives 1.4% (n = 330,000);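 active = inhibition of 40% or more at the single tested concentration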;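 also: wild-type TIM10 isogenic control strain grown at permissive 25 °C; 0% = DMSO yeast wells and 100% = minimal medium wells without yeast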
MIN6 prolif: inducers of MIN6 beta-cell proliferation, primary screen, ATP luminescence, uHTS | MIN6 cells proliferation, ATPlite luminescence, 48 h; cells starved in 0.2% serum; 100% = growth in 10% serum | proliferation, % at 10 µM | actives 0.29% (n = 330,000);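 active = compounds whose signal lies at least 3.5 SD above the mean of all wells on their plate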;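 also: 0% = DMSO-treated cells in low-serum medium and 100% = 10% serum control; some compounds called inactive have numbers as strong as hits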
* marks the source's active call; other numbers are inactive results.

SMILES | A3A deaminase | mIAP act | NALP3 yeast inh | mIAP inh | A3G deaminase | tim10-1 inh | hIAP block | TIM10 inh | MIN6 prolif
Clc1ccc(-c2nc(-c3cnccn3)no2)cc1 | 6 | 0.98 | 27 | 2 | -2 | 13 | 8 | 18 | -2
COc1ccccc1-n1c(CNC(=O)c2cccc([N+](=O)[O-])c2C)n[nH]c1=S | -1 | 1 | 10 | -1 | 23 | 3 | -2 | -8 | -1
O=C(CCN1C(=O)C2CCCCC2C1=O)Nc1ccc(OC(F)F)cc1 (stereo not drawn) | -2 | 0.97 | 11 | 3 | -2 | -8 | 21 | -3 | 0
CCCCc1cc(=O)oc2cc(OCC(=O)N3CCC(C(N)=O)CC3)ccc12 | -4 | 0.86 | 18 | 14 | -8 | 3 | 9 | 0 | -1
Cc1c(C)c2ccc(OCC(=O)NC3CCN(Cc4ccccc4)CC3)c(C)c2oc1=O | -5 | 0.95 | 11 | 5 | -5 | 15 | -16 | -6 | 1
CCOc1ccccc1NC(=O)COC(=O)/C=C/c1ccc(OC)c(OC)c1 | 2 | 0.95 | 15 | 5 | 1 | 9 | 6 | 7 | 1
CC(=O)CSc1nc(-c2ccccc2)c(-c2ccccc2)o1 | -4 | 0.92 | -8 | 8 | -9 | 22 | -1 | 13 | -3
Cc1cccc(-n2c(C)cc(/C=N\NC(=O)c3cccs3)c2C)c1 | 2 | 0.94 | 0 | 6 | 0 | -71 | -1 | -19 | -5
CC(C)(C)C(=O)NC(=S)Nc1ccccc1F | 0 | 0.91 | 11 | 9 | -2 | 17 | 10 | 5 | -2
Brc1ccc2oc(-c3ccn[nH]3)cc2c1 | -3 | 0.91 | 21 | 9 | -5 | 34 | -10 | 17 | -3
O=C(COc1ccc(F)cc1Cl)Nc1cc(S(=O)(=O)N2CCOCC2)ccc1N1CCCCC1 | -2 | 1 | 14 | -3 | -8 | 13 | -8 | 15 | -7
CC(C)(C)OC(=O)CC[C@@H](C(=O)NCCCCCCCCCCC(=O)N1CCN(C(=O)OC(C)(C)C)CC1)n1cc(CCCCCNC(=O)OC(C)(C)C)nn1 | -1 | 3.2* | 6 | -216 | -3 | 6 | 0 | 6 | -5
NC(=O)c1nc(-c2cccs2)nc2c1[nH]c(=O)n2-c1ccc(F)cc1 | -4 | 1.2 | 0 | -24 | -5 | 15 | -133 | 5 | -3
Cc1sc2ncnc(OCC(=O)Nc3ccc4c(c3)OCCO4)c2c1C | -2 | 1.1 | 1 | -7 | -5 | -40 | -2 | -1 | -3
Cc1cc(NC(=O)CSc2c3c(nc4ccccc24)CCC3)no1 | -3 | 0.98 | 16 | 2 | 1 | 19 | 5 | 1 | 16*
NS(=O)(=O)c1ccc(CCNC(=O)COC(=O)C2CCCN2C(=O)c2cccs2)cc1 (stereo not drawn) | -3 | 0.95 | 11 | 5 | -3 | 10 | 7 | -13 | 0
COc1ccc(-c2cc(C(F)F)n3ncc(C(=O)N4CCN5CCCC5C4)c3n2)cc1 (stereo not drawn) | 0 | 0.94 | -1 | 6 | -5 | 17 | 8 | 10 | -6
c1ccc(Nc2nnc(SCc3cccc4ccccc34)s2)cc1 | 8 | 1.1 | 37 | -8 | 5 | 10 | 5 | 4 | 0
Cc1ncc([N+](=O)[O-])n1CC(=O)N/N=C/c1ccc(F)cc1 | 3 | 1.1 | 7 | -5 | 4 | -12 | 11 | -1 | -4
c1ccc2c(c1)OCC(c1nnc3sc(-c4ccc5c(c4)OCO5)nn13)O2 (stereo not drawn) | -2 | 0.91 | -30 | 9 | 57* | 42* | -9 | 48* | -2
CCOc1ccc(NC(=O)c2ccc(Br)o2)c([N+](=O)[O-])c1 | -7 | 1.1 | 17 | -11 | -5 | 4 | -23 | -3 | -2
Cc1cc(C)c(NC(=O)CN2C(=O)NC(Cc3ccccc3)C2=O)c(C)c1 (stereo not drawn) | 5 | 0.99 | 7 | 1 | -4 | -9 | -20 | -33 | 0
Cc1cccc([C@@H]2[C@@H]3C(=O)N(Cc4ccccc4)C(=O)[C@@H]3[C@]3(CC(C)C)C(=O)N(c4cccc(Br)c4)C(=O)N23)c1 | -1 | 0.93 | 19 | 7 | -4 | 3 | -4 | 9 | -6
Cc1cccn2c(=O)c3cc(C(=O)NCc4ccco4)c(=N)n(CCc4ccccc4)c3nc12 | 7 | 0.95 | 8 | 5 | 18 | 9 | 4 | -8 | -5
Cc1cccc(C)c1NC(=S)Nc1ccc(Cl)c(Cl)c1 | -4 | 1.3 | -2 | -26 | -6 | 47* | -2 | 52* | -5
The list goes on.
SMILES | A3A deaminase | mIAP act | NALP3 yeast inh | mIAP inh | A3G deaminase | tim10-1 inh | hIAP block | TIM10 inh | MIN6 prolif
CC(=O)N1c2ccc(S(=O)(=O)N(C)CC(=O)Nc3ccccc3C)cc2CC1C (stereo not drawn) | -5 | 1 | 7 | -4 | -5 | 1 | -22 | 5 | 0
O=[N+]([O-])c1ccc(S(=O)(=O)Nc2ncccn2)cc1 | -6 | 1 | 2 | -1 | -4 | 15 | -1 | -10 | -2
c1ccc(SCc2cn3cccnc3n2)nc1 | 0 | 1 | 4 | -5 | -1 | -2 | -3 | 10 | -2
Cc1ccc(C(=O)Sc2cccccc2=O)cc1 | 4 | 0.92 | 15 | 8 | 5 | 74* | 7 | 73* | -6
Cc1nn(C)cc1S(=O)(=O)N1CCCCC1C (stereo not drawn) | -5 | 1 | 2 | -1 | -11 | 6 | -7 | -1 | -3
O=S(=O)(Nc1cccnc1)c1cc(Cl)ccc1Cl | -3 | 1 | 18 | 0 | -1 | 12 | -11 | 19 | -2
Cc1cc(C)cc(-n2nnc(C(=O)NCc3ccco3)c2N)c1 | -3 | 0.97 | 44 | 3 | -6 | 28 | -6 | 21 | 1
CSc1nc(N)n(-c2cc(C(F)(F)F)ccn2)n1 | 3 | 1.1 | 1 | -8 | 3 | 20 | -2 | 23 | 1
COC(=O)Cn1cnc2c(nnn2-c2ccc(OC)cc2)c1=O | 1 | 1.2 | 3 | -18 | 5 | 18 | 8 | -19 | -1
CSc1cccc(NC(=O)C2C3C=CC4(O3)C2C(=O)N(CCN2CCOCC2)C4C(=O)NC2CCCCC2)c1 (stereo not drawn) | -2 | 0.92 | -15 | 8 | -4 | 3 | 25 | 15 | 0
O=C(NC(=S)N1CCCC1)c1ccccc1F | 1 | 0.92 | 4 | 8 | -7 | 21 | 8 | 5 | -5
CCOc1ccc(CC(=O)NCCc2cnc[nH]2)cc1 | 0 | 0.96 | 5 | 4 | -2 | 9 | -6 | -4 | 0
N#Cc1cc2c(=O)n3ccccc3nc2n(Cc2cccnc2)c1=O | 3 | 1.1 | 3 | -6 | -2 | -2 | -22 | -17 | 1
O=[N+]([O-])c1ccc2c(c1)C(N1CCOCC1)/C(=C/COc1ccc(Cl)cc1Cl)O2 (stereo not drawn) | -5 | 0.87 | 14 | 13 | -7 | 22 | 13 | 36 | -5
Cc1cc(C)c(C(=O)/C=C/C=C/c2ccccc2)c(=O)[nH]1 | 1 | 0.94 | 12 | 6 | -10 | 27 | 9 | 30 | -6
CCOc1ccc2nc(SCC(=O)Nc3cccc(S(=O)(=O)NC4=NCCCCC4)c3)[nH]c2c1 | -1 | 0.89 | -6 | 11 | -15 | 3 | -17 | 9 | 0
Cc1ccc(-n2c(SCC(=O)N/N=C/c3ccccc3C(=O)O)nnc2-c2ccc(Cl)cc2)cc1 | -4 | 1.1 | -7 | -7 | -5 | 5 | -2 | 6 | 2
Cc1cc(=O)oc(C)c1C(=O)NCCN(C)Cc1ccccc1 | 0 | 0.99 | 17 | 1 | -7 | 4 | 3 | -6 | -3
CS(=O)(=O)N1CCC(C(=O)N2CCC(Cc3ccccc3)CC2)CC1 | 5 | 0.99 | 17 | 0 | -1 | 17 | 20 | 7 | 2
O=C(CCc1ccccc1)Nc1ccc(N2CCCCC2)cc1 | -6 | 1 | 26 | 0 | -14 | 9 | -4 | 7 | 5
COc1ccc(CNC(=O)COC(=O)c2cncc(Br)c2)cc1 | 13 | 1.1 | 9 | -8 | -4 | -1 | 2 | 4 | -1
COC(=O)[C@@H](NC(=O)CCc1nnc(-c2ccsc2)o1)C(C)C | 4 | 0.91 | 16 | 9 | -1 | 5 | 3 | 9 | -2
Cc1cc(NC(=O)CSc2nc3ccccc3cc2C#N)no1 | 1 | 0.83 | 22 | 17 | -1 | -45 | 17 | 5 | -2
Cc1c(C(=O)N2CCCCC2)c(S(=O)(=O)NCCc2ccc(Cl)cc2)c(C)n1C | -6 | 0.88 | 11 | 12 | -6 | 29 | -26 | 8 | -1
COc1ccc(NS(=O)(=O)c2ccc(C)c(NC(=O)C3CCCO3)c2)cc1 (stereo not drawn) | -1 | 1 | 11 | 0 | -8 | 5 | 11 | 4 | -4
(cont.)
SMILES | A3A deaminase | mIAP act | NALP3 yeast inh | mIAP inh | A3G deaminase | tim10-1 inh | hIAP block | TIM10 inh | MIN6 prolif
Cc1cc(=O)oc(C)c1C(=O)N1CCN(C(c2ccccc2)c2ccccc2)CC1 | -3 | 0.95 | -7 | 5 | 3 | 14 | 6 | 4 | -1
COc1ccc(/C=N/n2c(SC)nnc(C(C)(C)C)c2=O)c(OC)c1 | -7 | 0.86 | 15 | 14 | -7 | 10 | -3 | 15 | 0
COC(=O)C(C)NC(=O)CNS(=O)(=O)c1ccc(F)cc1 (stereo not drawn) | -4 | 0.91 | 16 | 9 | -9 | -6 | 7 | 28 | -2
O=C(C1CC(=O)N(C2CCCCC2)C1)N1CCc2ccccc21 (stereo not drawn) | 19 | 0.99 | 23 | 1 | -7 | 6 | -6 | 7 | -2
CCOC(=O)c1sc(=S)n(C)c1N | -1 | 0.97 | 12 | 3 | -1 | 4 | -5 | -10 | -1
COc1ccc(C(=O)O)cc1Nc1cc(C)nc2ncnn12 | -3 | 0.97 | 8 | 3 | -6 | -6 | -19 | 19 | 0
CCCNC(=O)NC(=O)COc1ccc2oc3ccccc3c2c1 | 5 | 1 | 26 | -3 | 1 | 11 | 5 | 5 | -1
COc1ccccc1N1CCN(Cc2nc(N)nc(Nc3ccc(C)cc3)n2)CC1 | -2 | 1 | 12 | -3 | -3 | 16 | -4 | 10 | -4

Whole records as entered above.
CCOC(=O)c1sc(=S)n(C)c1N across the screens: A3A deaminase = -1; mIAP act = 0.97; NALP3 yeast inh = 12; mIAP inh = 3; A3G deaminase = -1; tim10-1 inh = 4; hIAP block = -5; TIM10 inh = -10; MIN6 prolif = -1
COC(=O)C(C)NC(=O)CNS(=O)(=O)c1ccc(F)cc1 (stereo not drawn) across the screens: A3A deaminase = -4; mIAP act = 0.91; NALP3 yeast inh = 16; mIAP inh = 9; A3G deaminase = -9; tim10-1 inh = -6; hIAP block = 7; TIM10 inh = 28; MIN6 prolif = -2

Source: PubChem (Sanford-Burnham Center for Chemical Genomics)

Compounds as they come. About 4.6% of those tested had a hit in this group.
